# Screens: PubChem, NCI
# NCI-60 one-dose screen, 48 h, at 10 µM unless noted. Numbers give growth in % (100 = growth as untreated, 0 = no growth, -100 = all killed).
# HCT-15 = HCT-15 colon cancer; actives 5.2% (n = 82,000); AID 1794746
# SW-620 = SW-620 colon cancer; AID 1794795; actives 5.2% (n = 82,000)
# SK-OV-3 = SK-OV-3 ovarian cancer cells; actives 3.2% (n = 80,000)
# HCT-116 = HCT-116 colon cancer. actives 7.3% (n = 82,000)
# OVCAR-4 = OVCAR-4 ovarian cancer cells. actives 3.7% (n = 80,000)
# KM12 = KM12 colon cancer cells; actives 5% (n = 82,000); AID 1794800
# IGROV1 = IGROV1 ovarian cancer; actives 4.7% (n = 79,000); AID 1794786
# COLO 205 = COLO 205 colon cancer | actives 7.3% (n = 79,000) | AID 1794742
# HT29 = HT29 colon cancer; actives 7.4% (n = 81,000)
# Numbers without * were called inactive; . = not tested or not shown; [ ] = remark or other dose. The calls were made as follows: active = growth percent below 10; inactive = the rest. Compounds were not picked by outcome, and some 12% of all compounds hit somewhere here.
SMILES,HCT-15,SW-620,SK-OV-3,HCT-116,OVCAR-4,KM12,IGROV1,COLO 205,HT29
CCC(CO)NC(=O)/C=C/c1cccc(Br)c1 (stereo not given),106,110,97,116,101,104,107,109,96
O=[N+]([O-])c1ccccc1/C=N/N1CCCCCC1,102,96,108,105,.,104,.,108,108
COc1cc2c(=O)n(C3CCCCC3)c3c4cc[nH]c4ncc3c2cc1OC,61,70,58,54,52,24,63,88,75
COc1cc(NS(=O)(=O)c2ccc(NC(C)c3ccc4cccnc4c3O)cc2)nc(OC)n1 (stereo not given),104,102,114,100,106,103,113,117,116
COc1cc2nc(C(=O)NCCN(C)C)n(N)c(=O)c2cc1OC,100,100,99,102,94,100,99,96,96
Brc1cc(Br)c2[nH]c(-c3ccccc3)cc2c1,76,94,102,92,86,83,72,112,108
Cc1nc2sc3c(c2c(C)c1Br)NC(c1ccccn1)NC3=O (stereo not given),30,33,37,33,53,47,49,61,44
CCCCCCCSc1nnc(-c2c(C)nc3ccc(C)cn23)o1,104,106,.,94,86,104,85,111,103
CC1(N)CCC(C(C)(C)N)CC1 (stereo not given),99,112,111,100,104,170,105,120,108
CCCCNC(=O)Nc1ccc(Cl)cc1,100,103,106,102,115,98,114,113,110
S=C(N/N=C\c1ccccc1)N/N=C/c1ccccc1,103,97,106,99,102,106,93,107,111
CN1CCc2cc3c(cc2C(=O)Cc2ccc4c(c2C1)OCO4)OCO3,98,99,105,95,96,92,101,102,83
O=C1NC2CCCC=C2c2cc3c(cc21)OCO3 (stereo not given),104,103,117,94,95,103,110,110,99
Nc1cccc(-c2nc3sccn3c2-c2ccnc(NCCCNS(=O)(=O)c3ccc(F)cc3)n2)c1,83,139,111,97,80,88,84,72,67
c1ccc([I+]c2ccccc2)cc1,89,41,69,31,66,42,46,55,31
O=C1CN(/N=C/c2ccc(-c3ccc([N+](=O)[O-])cc3)o2)C(=O)N1,104,99,104,104,106,100,94,98,106
CC[C@H]1[C@@H]2C=C[C@@H]3[C@H]4C/C=C\C(=O)NCCC[C@@H]5NC(=O)/C(=C(O)/C=C/[C@@H]4C[C@@H]3[C@H]2C[C@H]1C)C5=O,-29*,69,2.0*,-12*,-32*,64,-67*,66,14
Cc1ccc(Nc2c(C(N)=O)cnc3ccc(C(=O)/C=C/c4ccc(N(C)C)cc4)cc23)cc1,98,99,99,96,84,94,87,99,101
CSc1nc(-c2cccc(NC(=O)CC#N)c2)c(C#N)c(=O)n1C,102,102,104,100,92,100,104,120,113
CCC(C)NC(=O)c1ccccc1C (stereo not given),96,92,98,98,109,101,94,103,97
COc1ccc(C2c3cccn3-c3ccccc3N2C(C)=O)cc1OC (stereo not given),114,100,102,103,115,100,96,111,135
CCN(CC)CCOc1nc2c3ccc(Cl)cc3nn2c2ccccc12,4.7*,20,56,5.9*,35,43,10,4.4*,15
O=C1/C(=C2\CCc3ccccc32)Cc2ccccc21,93,108,106,76,91,95,57,96,74
O=[N+]([O-])CC(c1cccs1)c1c[nH]c2ccccc12 (stereo not given),54,70,117,88,98,76,91,105,69
CNS(C)(=O)=O,105,109,108,110,109,99,108,115,100

# Continued.
SMILES,HCT-15,SW-620,SK-OV-3,HCT-116,OVCAR-4,KM12,IGROV1,COLO 205,HT29
O=C(n1ccc2cc(OS(=O)(=O)c3ccc(Cl)c(C(F)(F)F)c3)ccc21)C12CC3CC(CC(C3)C1)C2,98,103,122,96,99,105,97,118,108
CC(=O)c1cc2c(cc1C(C)C)C(C)(C)CCC2(C)C,97,106,102,100,101,98,.,110,99
COc1cc(/C=C(\C#N)C(=O)Nc2sc3c(c2C#N)CCC3)ccc1OCc1ccccc1,102,107,127,96,106,104,105,113,123
Cc1cc(N2CCOCC2)nc(N2CCOCC2)c1C#N,93,105,108,109,89,106,112,109,100
CCCCCCCN(CCCCCCC)C(C)C(O)c1ccc2cc(Br)c3ccccc3c2c1 (stereo not given),110,99,100,100,100,96,111,100,98
CC(=O)OCCC12CCC(CC1Cl)C2(C)C (stereo not given),99,106,93,111,116,107,120,102,109
Nc1nc(Nc2ccc(Cl)cc2)nn1S(=O)(=O)c1ccc(Oc2ccccc2)cc1,84,98,92,80,88,81,63,94,88
Nc1ccc([N+](=O)[O-])cc1-c1nc2ccccc2[nH]c1=O,97,101,93,99,109,100,74,104,106
CCOc1ccc(C(CC)Oc2ccc(C(=O)NS(=O)(=O)C(C)(C)C)cc2C(F)(F)F)nc1 (stereo not given),99,105,122,103,103,105,107,129,115
Cc1ccc(NCC(=O)Nc2ccccc2C(=O)O)c(C)c1,106,92,99,96,82,94,85,101,100
COc1c(O[C@@H]2OC[C@@H](O)[C@H](O)C2O)cc2oc3cc(O[C@@H]4OC[C@@H](O)[C@H](O)C4O)c(CC=C(C)C)c(O)c3c(=O)c2c1CC=C(C)C (stereo not given in full),99,96,99,88,106,101,89,94,102
COc1ccc(C2SCC(=O)N2NC(=O)CCC(=O)c2nc3ncccc3[nH]2)cc1 (stereo not given),99,98,96,103,100,99,95,120,105
CC(C)Cc1ccc(C(C)C(=O)OCc2ccc(Cn3c(=O)sn(CCI)c3=O)cc2)cc1 (stereo not given),98,101,101,99,107,106,94,107,106
CCOC(=O)c1cnc2cc(Cl)c(F)cc2c1Nc1cccc(NS(C)(=O)=O)c1,89,94,111,86,95,94,91,124,122
COc1ccc(/C=C/C(=O)Nc2ccc(C=C3c4ccccc4C(=O)c4ccccc43)cc2)cc1,56,58,76,54,52,42,104,71,61
N#Cc1c(Nc2ccccc2)nn2c(-c3ccco3)ccnc12,93,94,97,93,102,97,98,99,96
CCn1c(-c2cc3ccc2CCc2ccc(cc2)CC3)n[nH]c1=S,102,101,127,91,103,101,107,113,97
CSc1nc2ncncc2[nH]1,101,106,113,85,102,116,76,120,99
COC(=O)[C@]1(CCSC)N[C@H](c2cn(-c3ccccc3)nc2C)[C@@H]2C(=O)N(c3ccccc3)C(=O)[C@@H]21,112,107,95,98,106,107,118,112,103
COC1=C[C@H]2C[C@@]3(OC)[C@H](O)c4ccccc4N4C(=O)C(=O)N(C2c2ccccc2)[C@@]143 (stereo not given in full),95,96,102,88,101,103,86,117,101
N#Cc1c(NCc2ccccc2)n[nH]c1Nc1ccccc1,42,63,68,33,53,56,90,-8.5*,84
Nc1cc(Br)c(-c2nn3c(CCC(=O)c4nc5ccccc5[nH]4)nnc3s2)c(Br)c1,124,112,113,78,.,96,101,107,79
O=C(NCc1ccco1)C(=O)N/N=C/c1ccccc1O,41,83,76,67,65,70,84,89,83
CCO/C=N/c1c(C#N)cnn1-c1cccc(F)c1,107,108,117,104,106,102,105,116,106
N#CC1=C(N)Oc2ccc3ccccc3c2C1c1ccccc1 (stereo not given),20,28,47,19,74,25,25,33,18

# Part of the list above in order of length of the SMILES, smallest number first.
SMILES,HCT-15,SW-620,SK-OV-3,HCT-116,OVCAR-4,KM12,IGROV1,COLO 205,HT29
CC(=O)OCCC12CCC(CC1Cl)C2(C)C (stereo not given),99,106,93,111,116,107,120,102,109
CCC(CO)NC(=O)/C=C/c1cccc(Br)c1 (stereo not given),106,110,97,116,101,104,107,109,96
CCO/C=N/c1c(C#N)cnn1-c1cccc(F)c1,107,108,117,104,106,102,105,116,106
S=C(N/N=C\c1ccccc1)N/N=C/c1ccccc1,103,97,106,99,102,106,93,107,111
COc1cc2nc(C(=O)NCCN(C)C)n(N)c(=O)c2cc1OC,100,100,99,102,94,100,99,96,96
Nc1ccc([N+](=O)[O-])cc1-c1nc2ccccc2[nH]c1=O,97,101,93,99,109,100,74,104,106
CCCCCCCN(CCCCCCC)C(C)C(O)c1ccc2cc(Br)c3ccccc3c2c1 (stereo not given),110,99,100,100,100,96,111,100,98
O=C1CN(/N=C/c2ccc(-c3ccc([N+](=O)[O-])cc3)o2)C(=O)N1,104,99,104,104,106,100,94,98,106
COc1cc(/C=C(\C#N)C(=O)Nc2sc3c(c2C#N)CCC3)ccc1OCc1ccccc1,102,107,127,96,106,104,105,113,123
COc1cc(NS(=O)(=O)c2ccc(NC(C)c3ccc4cccnc4c3O)cc2)nc(OC)n1 (stereo not given),104,102,114,100,106,103,113,117,116
COc1ccc(/C=C/C(=O)Nc2ccc(C=C3c4ccccc4C(=O)c4ccccc43)cc2)cc1,56,58,76,54,52,42,104,71,61
Nc1cccc(-c2nc3sccn3c2-c2ccnc(NCCCNS(=O)(=O)c3ccc(F)cc3)n2)c1,83,139,111,97,80,88,84,72,67
COC1=C[C@H]2C[C@@]3(OC)[C@H](O)c4ccccc4N4C(=O)C(=O)N(C2c2ccccc2)[C@@]143 (stereo not given in full),95,96,102,88,101,103,86,117,101
COC(=O)[C@]1(CCSC)N[C@H](c2cn(-c3ccccc3)nc2C)[C@@H]2C(=O)N(c3ccccc3)C(=O)[C@@H]21,112,107,95,98,106,107,118,112,103
CC[C@H]1[C@@H]2C=C[C@@H]3[C@H]4C/C=C\C(=O)NCCC[C@@H]5NC(=O)/C(=C(O)/C=C/[C@@H]4C[C@@H]3[C@H]2C[C@H]1C)C5=O,-29*,69,2.0*,-12*,-32*,64,-67*,66,14

# (continued)
SMILES,HCT-15,SW-620,SK-OV-3,HCT-116,OVCAR-4,KM12,IGROV1,COLO 205,HT29
CCOC(=O)CN(C)CC(=O)OCC,99,101,98,91,93,108,.,108,99
O=C(OC(=O)C1CCCCC1)C1CCCCC1,108,103,114,105,104,117,113,115,114
CC(=O)C1CCC2C3CC4OCC5(CCC(O)CC45Br)C3CCC12C (stereo not given),103,102,90,98,99,103,93,100,98
Cc1ccc([C@@H]2C[C@@H]3Cc4ccccc4N2O3)o1,102,99,100,108,.,103,99,110,110
CC(=O)Oc1ccc2c(c1)c1cc3ncccc3nc1n2C(C)=O,62,51,93,41,77,74,57,86,90
CCCCc1n(Cc2ccc3ccccc3c2)c2ccccc2[n+]1Cc1ccc2ccccc2c1,-89*,-80*,-66*,-83*,-91*,-83*,-80*,-67*,-75*
O=C(OCC(O)CO)c1c(Cl)c(Cl)c(Cl)c(Cl)c1-c1c2cc(I)c(=O)c(I)c-2oc2c(I)c(O)c(I)cc12 (stereo not given),95,114,87,98,93,94,96,100,87
N#Cc1c(-c2ccc(O)cc2)nc(SCC(=O)NNc2ncnc3ccccc23)[nH]c1=O,101,103,113,103,117,107,109,110,113
CN1CCOCCN(C)Cc2ccc3ccc(cc3c2)CN(C)CCOCCN(C)Cc2ccc3ccc(cc3c2)C1,73,22,146,28,78,74,75,95,7.3*
O=C(Nc1cccc(C(F)(F)F)c1)Oc1ccc(Cl)c2cccnc12,2.2*,13,96,1.0*,-0.5*,25,5.8*,90,74
c1ccc(-c2nnsc2-c2ccccc2)cc1,96,102,97,98,97,101,116,112,100
Cc1cc(=O)[nH]c(NNC(=O)c2ccc(Cl)cc2)n1,102,104,109,105,99,103,107,109,99
O=C1CC(C(F)(F)F)Cc2nc3ccc(Br)cc3cc21 (stereo not given),90,92,86,74,75,64,73,100,98
COc1ccc(/C(C)=C(\c2ccc(OCCN3CCOCC3)cc2)c2ccc(OC(=O)C3CCCCC3)cc2)cc1,102,102,101,105,111,98,102,110,102
CC(=O)c1cc2c(N)c(C(=O)Nc3cccc(Cl)c3)sc2nc1C,72,98,51,102,84,84,92,41,82
Nc1ccccc1/C=C/C(=O)O,105,105,99,94,104,102,100,98,100
Cc1cccc(Cl)c1NC(=O)SC(C)C,104[100 µM],103[100 µM],109[100 µM],109[100 µM],100[100 µM],102[100 µM],104[100 µM],132[100 µM],104[100 µM]
Cc1ccc(C(O)(c2ccccc2)c2ccc(C)cc2)cc1,112,93,96,100,.,98,85,103,108
